hK5 inh: inhibitors of human kallikrein 5; Q9Y337; recombinant hK5, fluorogenic AMC substrate cleavage; inhibition, % at 5 µM; 210,000 tested, 0.59% active;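 active = inhibition of 40% or more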;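 note: 0% = enzyme controls without compound and 100% = no-enzyme blanks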
Target sequence (Q9Y337 67-293 limits assumed): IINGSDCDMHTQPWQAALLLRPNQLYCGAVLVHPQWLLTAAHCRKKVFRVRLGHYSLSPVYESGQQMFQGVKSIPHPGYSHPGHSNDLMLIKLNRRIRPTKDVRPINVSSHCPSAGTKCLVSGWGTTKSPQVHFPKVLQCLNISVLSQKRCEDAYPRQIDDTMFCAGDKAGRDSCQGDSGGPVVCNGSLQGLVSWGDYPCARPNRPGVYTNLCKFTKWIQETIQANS
Runt-SMMHC FRET: blocks binding of human RUNX1 Runt domain to CBFb-SMMHC. Cerulean-Runt/Venus-CBFb-SMMHC FRET ratio 530/480, 1 h. inhibition, % at 20 µM. 220,000 tested, 0.74% active. AID 1434;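 active = mean inhibition across duplicate retests at 20 µM reaching about 50%, limit read from the data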;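 note: 0% = DMSO wells and 100% = wells with excess untagged CBFb-SMMHC; inhibitors lower the FRET ratio by blocking Runt binding to CBFb-SMMHC; some results filed as inactive read as strong as hits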
Runt-CBFb FRET: Runt domain-CBFb interaction inhibition | Q01196+Q13951 | inhibition, % at 20 µM | Cerulean-Runt/Venus-CBFb FRET ratio 530/480, 1 h | AID 1496 | 220,000 tested, 0.46% active;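 active = inhibition over about 50% at 20 µM in the single-dose screen, limit read from the data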;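 note: 0% = DMSO wells and 100% = excess unlabeled CBFb competitor control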
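Reagent – Venus-CBFb binding partner, 100 nM · Assay system – Cerulean-tagged RUNX1 Runt domain (FRET donor) fusion protein · Input – 100 nM per protein · Incubation – two 1 h room-temperature incubations shielded from light · Measured by – FRET fluorescence · Medium – Tris buffer pH 7.5 with salts and BSA · Benchmarks – unlabeled CBFb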
FXIa inh 1536: factor XIa (human) inhibition. P03951. AID 798. purified FXIa, Boc-Glu-Ala-Arg-AMC fluorogenic substrate. inhibition, % at 5 µM. 220,000 tested, 0.14% active;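 active = inhibition of at least 40%; inactive = inhibition below 40%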;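 note: fluorescence of freed AMC excited at 355 nm; 0% = enzyme without compound and 100% = no enzyme blank; many of its hits are not listed in these tables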
Thrombin inh: thrombin (human) inhibition; P00734; alpha-thrombin, Boc-VPR-AMC fluorogenic substrate cleavage; inhibition, % at 5 µM; 220,000 tested, 0.26% active; AID 1046;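 active = inhibition at or above 40%; inactive = inhibition below 40%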;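 note: 0% = enzyme with no compound and 100% = wells without enzyme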
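Test system: human alpha-thrombin protein / Dosing: one concentration per compound, 5 µM, with 0.2% DMSO / Medium: pH 7.5 Tris-saline with Tween 20 / Benchmarks: no-compound enzyme wells and no-enzyme blanks / Read-out basis: percent inhibition of thrombin substrate cleavage / Timing: reaction at room temperature / Measured by: fluorescence, ex 355 nm, em 460 nm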
FXIIa inh: blocks human coagulation factor XIIa protease activity; 220,000 tested, 0.3% active; inhibition, % at 5 µM; AID 800; purified FXIIa, Boc-QGR-AMC fluorogenic substrate, 2 h; in the data active = inhibition above about 40%;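 note: 0% = enzyme with no compound and 100% = blank without enzyme; many of its hits are not listed in these tables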
Hck-Nef inh: human Hck-Nef kinase inhibition. 220,000 tested, 0.68% active. AID 463187. inhibition, % at 20 µM. Recombinant Hck-YEEI plus Nef, Z-Lyte FRET kinase assay;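 active = Hck-Nef kinase inhibition above about 50%, limit read from the data; inactive = inhibition below that limit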;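 note: 0% = DMSO with Hck plus Nef and 100% = Hck alone without Nef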
Target sequence (P08631 whole entry, looked up): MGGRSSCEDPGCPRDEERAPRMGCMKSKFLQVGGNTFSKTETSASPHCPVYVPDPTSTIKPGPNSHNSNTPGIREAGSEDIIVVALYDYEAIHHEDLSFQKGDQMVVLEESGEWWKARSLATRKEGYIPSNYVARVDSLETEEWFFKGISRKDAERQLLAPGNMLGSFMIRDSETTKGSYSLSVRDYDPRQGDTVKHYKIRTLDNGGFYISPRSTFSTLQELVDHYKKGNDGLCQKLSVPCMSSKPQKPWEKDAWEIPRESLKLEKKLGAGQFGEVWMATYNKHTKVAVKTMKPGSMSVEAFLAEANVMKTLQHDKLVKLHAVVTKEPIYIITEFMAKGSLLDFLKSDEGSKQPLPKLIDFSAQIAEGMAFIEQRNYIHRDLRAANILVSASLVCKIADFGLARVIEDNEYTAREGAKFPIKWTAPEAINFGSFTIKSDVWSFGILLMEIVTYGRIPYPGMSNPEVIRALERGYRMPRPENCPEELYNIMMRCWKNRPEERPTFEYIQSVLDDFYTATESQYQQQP
Wee1 degr inh: inhibitors of human Wee1 degradation. P30291. HeLa Luc-Wee1K328M stability, luciferase luminescence; 100% = proteasome inhibitor MG132 effect. reporter increase, % at 5 µM. 220,000 tested, 1.2% active. AID 1321;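 active = activation above the mean of all tested compounds plus 3 SD, set per screening run, cut at about 8.8% in these data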;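 note: cells exposed to compound for 20 h before luminescence read; 0% = DMSO alone and 100% = MG132 at 30 µM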
14-3-3 Bad inh: disrupts binding of bovine 14-3-3 zeta to phospho-Bad peptide; P63103; TR-FRET 14-3-3zeta/Dy647-pBad peptide displacement, 1 h; inhibition, % at 21.7 µM; 220,000 tested, 0.71% active;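 active = inhibition above about 70%, limit read from the data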;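 note: 0% = full 14-3-3 plus peptide FRET controls and 100% = background without 14-3-3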
Target sequence (P63103 whole entry, looked up): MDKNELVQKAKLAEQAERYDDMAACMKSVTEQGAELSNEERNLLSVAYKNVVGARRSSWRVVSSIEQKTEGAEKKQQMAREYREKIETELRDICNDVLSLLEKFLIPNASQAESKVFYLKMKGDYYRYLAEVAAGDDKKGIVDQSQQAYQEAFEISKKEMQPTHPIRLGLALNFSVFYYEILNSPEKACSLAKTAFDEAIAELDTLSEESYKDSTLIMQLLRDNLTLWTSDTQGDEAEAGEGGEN
Numbers without * were called inactive; . = no result given; [ ] = another dose, or the depositor's remark.

no.	SMILES	hK5 inh	Runt-SMMHC FRET	Runt-CBFb FRET	FXIa inh 1536	Thrombin inh	FXIIa inh	Hck-Nef inh	Wee1 degr inh	14-3-3 Bad inh
1	Cc1nc2ccccc2c(=O)n1NC(=O)c1ccccc1[N+](=O)[O-]	-10	-5	0	-3	-11	3	14	-3	-9
2	CN(Cc1ccccc1)CC(O)COc1ccc(CNCc2nccn2C)cc1 (stereo not drawn)	15	-4	0	3	14	14	13	-1	-6
3	O=S(=O)(Nc1cccnc1)c1cccc(Cl)c1	-22	-1	2	19	1	30	0	-2	9
4	Cc1ccc2c(C(=O)CSc3ccccc3)c(C)[nH]c2c1	-12	-2	-1	-3	-11	1	4	-3	-13
5	O=C(CNC(=O)c1ccco1)N=Nc1c(O)n(CCc2ccccc2)c2ccccc12	5	-1	-1	5	0	10	10	1	-3
6	COc1ccc(N(C(=O)c2ccco2)S(=O)(=O)c2cc(Cl)c(Cl)cc2Cl)cc1	-9	5	2	0	-3	10	-1	1	12
7	CCSc1nnc(NC(=O)CSC2=NCCS2)s1	-4	-8	2	-1	-4	11	22	0	-9
8	COc1cc(C=O)ccc1OCCCOc1ccccc1C(=O)O	-3	-72	-3	-6	-1	-3	0	-2	-4[fluorescence artefact?]
9	CCC(=O)Nc1c(C)c(CC)nc2ccccc12	-25	3	1	-11	15	1	0	-2	4
10	Cc1ccc(-c2n[nH]c(=S)n2/N=C/c2cccn2C)cc1	5	26	8	1	3	15	0	-2	-13
11	COc1ccccc1CNc1ccc2nnc(CCNC(=O)c3ccc(C)cc3)n2n1	-1	2	-7	0	-2	12	7	1	-4
12	CC(Sc1nc2ccccc2s1)C(=O)NCc1ccc2c(c1)OCO2 (stereo not drawn)	-11	0	1	-6	-9	-1	0	1	5
13	Cc1ccc(C(=O)OC(C)CN2CCOCC2)cc1 (stereo not drawn)	-2	0	1	-7	-25	6	15	2	-5
14	CCOC(=O)c1c(NC(=O)CN2CCCc3ccccc32)sc(C)c1CC	-28	-3	0	27	-3	26	1	2	-12[fluorescence artefact?]
15	O=c1[nH]c(N2CCc3ccccc32)nc2c1CCCC2	18	2	0	-7	-9	2	6	-1	-6
16	Cc1nc(C)c(C(=O)C2=C(O)C(=O)N(CCN3CCOCC3)C2c2ccco2)s1 (stereo not drawn)	9	-1	2	-19	1	11	-1	-3	10
17	CN(C)c1ccc(C2CC(c3ccccc3)=Nc3nc(-c4ccccc4)cn32)cc1 (stereo not drawn)	-4	-35	-8	8	1	8	-3	3	-24[fluorescence artefact?]
18	CC(C)NC(=O)CN(C(=O)CCC(=O)Nc1ccccn1)c1ccc(F)c(Cl)c1	3	3	-1	0	-4	10	0	-6	7
19	CCOC(=O)C1CCN(C(=O)CCn2c(=O)[nH]c3ccsc3c2=O)CC1	-1	2	-1	-5	-7	-16	0	-1	3[fluorescence artefact?]
20	S=c1[nH]nc(Nc2ccccc2)s1	-1	49	23	1	0	5	23	1	-2
21	O=C(Nc1ccc2c(c1)CCC2)c1cccc(S(=O)(=O)N2CCN(c3ccccc3)CC2)c1	38	-2	1	12	14	22	0	0	-23[fluorescence artefact?]
22	CCOc1cc(N2CCOCC2)c(OCC)cc1NC(=O)COc1ccc2ccc(=O)oc2c1	-8	2	1	4	-7	10	3	2	2[fluorescence artefact?]
23	O=C1C2C(C(=O)N1/N=C/c1ccc(N3CCCCC3)o1)C1C=CC2C12CC2 (stereo not drawn)	-5	1	2	5	0	13	6	-1	5
24	CCC(C)NS(=O)(=O)c1ccc(NC(C)=O)cc1 (stereo not drawn)	-10	0	-2	2	-5	6	0	-2	-5[fluorescence artefact?]
25	CCCCC(=O)C1CCN(Cc2ccccc2)CC1	-3	3	0	-8	3	13	0	-1	-7
26	CCOC(=O)C1=C(C)N(CCCCCC(=O)O)C(=O)NC1c1ccccc1Cl (stereo not drawn)	-2	2	-2	-1	2	8	-7	1	11
27	Cc1cccc(NC(=O)COc2nsnc2N2CCOCC2)c1	5	0	0	1	-3	10	0	-3	3
28	c1csc(CNCc2ccncc2)c1	-16	1	0	-9	-6	-3	4	0	2
29	CCCCNC(=S)N/N=C/c1ccc(OCC(=O)Nc2c(C)cc(C)cc2C)c(OC)c1	-4	-3	-2	1	-10	6	1	0	9
30	Cc1ccc(N(CC(O)CON=C2c3ccccc3-c3ccccc32)S(C)(=O)=O)cc1 (stereo not drawn)	-9	-4	-8	4	-1	14	-1	0	-1[fluorescence artefact?]
31	COCCNC(=O)/C(C#N)=c1\s/c(=C\c2ccccc2OC(F)F)c(=O)n1Cc1ccccc1	-12	86	-30	0	1	8	-51	2	-4
32	OC1(c2cccc(C(F)(F)F)c2)CCN(c2ncnc3c2[nH]c2ccc(F)cc23)CC1	-41	2	-2	0	-2	10	-1	-3	-9[fluorescence artefact?]
33	Cn1c(N)c(C(=O)NCc2ccccc2Cl)sc1=S	-16	-6	2	1	-3	7	0	2	5
34	CCOC(=O)C1(Cc2ccc(O)cc2)NC(c2ccco2)C2C(=O)N(c3ccccc3F)C(=O)C21 (stereo not drawn)	0	2	1	-1	-5	3	-11	-2	43
35	Cc1onc(-c2c(F)cccc2Cl)c1C(=O)N1CCSCC1	22	0	0	-7	-4	4	3	-1	1
36	C=CCn1c(COc2ccc(F)cc2)nnc1SCC(=O)Nc1cccc(S(N)(=O)=O)c1	-2	-6	0	-2	-6	8	0	-1	-11
37	Cc1cc(NC(=O)COc2cccnc2[N+](=O)[O-])no1	-27	-2	-1	-8	0	-6	-5	-2	-6
38	Cc1ccc(C(=O)CSC2=C(C#N)C(c3ccco3)C3=C(CC(C)(C)CC3=O)N2)cc1 (stereo not drawn)	1	-8	6	5	3	12	5	4	-13
39	O=C(COCC(=O)N/N=C/c1ccc(F)cc1)N/N=C/c1ccc(F)cc1	-9	-3	1	5	-4	12	4	-2	0
40	COc1ccc(C(c2nnnn2Cc2cccs2)N2CCN(c3ccc(F)cc3)CC2)cc1OC (stereo not drawn)	-13	1	-1	1	-3	20	-1	3	-9
41	O=C(CCCN1C(=O)c2ccccc2C1=O)Nc1c(C(=O)C2CC2)oc2ccccc12	4	-2	-1	-5	-5	8	2	1	0
42	O=C(CCCn1c(=O)c2sccc2n(CC(=O)NCc2ccco2)c1=O)NCc1ccco1	-3	7	0	3	-8	12	1	2	0[fluorescence artefact?]
43	C/C(=N\NC(=O)CSc1ncccn1)c1ccc2c(c1)OCCO2	-2	35	0	-2	-4	3	22	2	0
44	Cc1nn(C)cc1NC(=O)CC12CC3CC(CC(C3)C1)C2	52*	-1	-5	4	1	6	-1	1	6
45	CCN1C(=O)N(S(=O)(=O)c2ccc(C)cc2)[C@@H](c2ccccc2)C(C(=O)OC)=C1C	5	2	1	3	2	10	27	.	4
46	O=C(O)CNC1=NCCCCC1	4	0	0	5	-5	13	1	-2	0
47	CSc1ccccc1C(=O)Nc1cc(C)ccc1C	-3	-1	0	-5	-5	1	-2	3	-7
48	CN1CCc2c(sc3c2C(=O)NC(/C=C\c2ccccc2)N3)C1 (stereo not drawn)	3	70*	118*	2	-1	9	21	0	-2
49	Cc1ccc2c(c1)nnn2C1CCN(C(=O)C2CCCCC2)CC1	-2	-2	-3	-7	1	7	-2	3	2
50	CCC(=O)Nc1ccc(C(=O)CSc2nnc(-c3ccccc3F)n2CCc2ccccc2)cc1	-2	-6	-2	0	-3	7	4	1	-9
51	O=C(Nc1ccc2nn(-c3ccccc3)nc2c1)c1ccc2c(c1)OCCO2	-18	-2	-3	-7	-7	1	0	3	18
52	CC(/C=C/c1ccccc1)=N/NC(=O)Cn1nnc(N)n1	0	-3	1	1	-7	8	20	-1	4
53	CCC(C(=O)NC(C)(C)C)N(C(=O)c1ccc(Cl)nc1)C1CCCC1 (stereo not drawn)	0	2	-1	-1	-7	2	14	-2	6
54	NC1=NS(=O)(=O)NC1c1cccc(Cl)c1 (stereo not drawn)	-16	0	0	2	-4	9	-5	-3	-1
55	CC1CCCCC12NC(=O)N(CC(=O)NCCc1ccccn1)C2=O (stereo not drawn)	3	0	0	6	0	6	2	-2	15
56	CC1=NN(C(C#N)c2ccccc2)C(c2ccccc2)C1 (stereo not drawn)	4	-6	4	1	1	7	3	-1	5
57	NC(=O)c1sc2cc(C(F)(F)F)cnc2c1-c1cccs1	-3	5	1	-4	2	6	1	0	6

An excerpt from above in order of length of the SMILES, descending:
no.	SMILES	hK5 inh	Runt-SMMHC FRET	Runt-CBFb FRET	FXIa inh 1536	Thrombin inh	FXIIa inh	Hck-Nef inh	Wee1 degr inh	14-3-3 Bad inh
51	O=C(Nc1ccc2nn(-c3ccccc3)nc2c1)c1ccc2c(c1)OCCO2	-18	-2	-3	-7	-7	1	0	3	18
35	Cc1onc(-c2c(F)cccc2Cl)c1C(=O)N1CCSCC1	22	0	0	-7	-4	4	3	-1	1
46	O=C(O)CNC1=NCCCCC1	4	0	0	5	-5	13	1	-2	0

Gathered by group: the compounds so far with a thiophene ring, fused or not (seven)
no.	SMILES	hK5 inh	Runt-SMMHC FRET	Runt-CBFb FRET	FXIa inh 1536	Thrombin inh	FXIIa inh	Hck-Nef inh	Wee1 degr inh	14-3-3 Bad inh
14	CCOC(=O)c1c(NC(=O)CN2CCCc3ccccc32)sc(C)c1CC	-28	-3	0	27	-3	26	1	2	-12[fluorescence artefact?]
19	CCOC(=O)C1CCN(C(=O)CCn2c(=O)[nH]c3ccsc3c2=O)CC1	-1	2	-1	-5	-7	-16	0	-1	3[fluorescence artefact?]
28	c1csc(CNCc2ccncc2)c1	-16	1	0	-9	-6	-3	4	0	2
40	COc1ccc(C(c2nnnn2Cc2cccs2)N2CCN(c3ccc(F)cc3)CC2)cc1OC (stereo not drawn)	-13	1	-1	1	-3	20	-1	3	-9
42	O=C(CCCn1c(=O)c2sccc2n(CC(=O)NCc2ccco2)c1=O)NCc1ccco1	-3	7	0	3	-8	12	1	2	0[fluorescence artefact?]
48	CN1CCc2c(sc3c2C(=O)NC(/C=C\c2ccccc2)N3)C1 (stereo not drawn)	3	70*	118*	2	-1	9	21	0	-2
57	NC(=O)c1sc2cc(C(F)(F)F)cnc2c1-c1cccs1	-3	5	1	-4	2	6	1	0	6

Screens as filed in PubChem.
